MCF10A rerep: inducers of DNA re-replication in MCF 10A breast cells. Potency, µM (titrated, usually from 46.1 µM), for inactives: at the top dose activity, positive = re-replication, most hits filed as activators. MCF 10A DNA re-replication, Hoechst nuclear intensity, 48 h. 350,000 compounds, 2.9% hits; also: potency is read from the fitted curve at half-maximal effect; % of control where 0% means no effect; nearly all actives have a fitted effect of over 50% in size
S2 tox: reduces viability in counter-screen for ATXN expression inhibitors | S2 cells (HEK-293 line with an ATXN2-luciferase reporter) viability, CellTiter-Fluor protease fluorescence, 24 h | Potency, µM (titrated, usually from 56.7 µM), hits mostly cytotoxic | 400,000 compounds, 0.49% hits; also: potency is read from the fitted curve at half-maximal effect; nearly all actives have a fitted effect of over 40% in size
HepG2 viability: HepG2 cytotoxicity, counter-screen for TGF-b inhibitors; HepG2 CAGA-GFP viability, ATP luminescence, 18 h; Potency, µM (doses to about 46.1 µM), inactives show at the top dose activity change, negative = cytotoxicity, most hits filed as cytotoxic; 410,000 compounds, 0.76% hits; also: potency is read from the fitted curve at half-maximal effect; some results filed as inactive show a strong effect at the top dose
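HepG2 CAGA-GFP cells (1000/well, DMEM with 1% FBS) received compound, then TGF-beta at 500 pg/mL final, and were incubated 18 hours at 37 degrees C. Viability was read by CellTiter-Glo luminescence. Media-only wells were set as complete cell-killing and DMSO as no toxicity.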
KB-3-1 cytotox: KB-3-1 parental cell cytotoxicity | AID 1347075 | Potency, µM (series often up to 46.1 µM), inactives show at the highest dose activity change, negative = cytotoxic, hits mostly cytotoxic | 400,000 compounds, 1.4% hits | KB-3-1 viability, CellTiter-Glo ATP luminescence, 72 h; also: potency is read from the fitted curve at half-maximal effect; % is scaled to controls: 0 for no effect and ±100 for the full control effect; nearly all actives have a fitted effect of over 60% in size
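Cytotoxicity in the drug-sensitive parental line KB-3-1 was scored as loss of CellTiter-Glo luminescence following 72 h incubation with compound. Values come from curve fitting of normalized concentration-response data.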
ATXN2 expr inh: ATXN2 expression inhibition | AID 1745845 | HEK-293 ATXN2-luciferase reporter, luminescence, 24 h | 360,000 compounds, 0.72% hits | Potency, µM (series often up to 57 µM), for the others: top-dose activity change, negative = inhibition, actives largely listed as inhibitors; also: potency is read from the fitted curve at half-maximal effect; % is scaled to controls: 0 for no effect and ±100 for the full control effect; nearly all actives have a fitted effect of over 55% in size
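qHTS (up to 57 uM final) was run with 24 h compound exposure of reporter cells at 37 °C. Each well was multiplexed: SteadyGlo luminescence measured ATXN2-luciferase expression after a fluorogenic Gly-Phe-AFC viability readout (25 uM final).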
IL1B secr inh: inhibitors of inflammasome signaling (IL-1 beta secretion) | THP-1 LPS/ATP IL-1B secretion, AlphaLISA, 16 h; active compounds read low | activity change, % at 57.5 µM | 360,000 compounds, 4.7% hits | AID 743279; in the data active = activity change below about -50%; inconclusive = mostly about -30% to -49%; also: % is scaled to controls: 0 for no effect and ±100 for the full control effect
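THP-1 cells pretreated 1 hr with compounds (up to 57.5 uM final), then stimulated with LPS (250 ng/mL final) plus ATP (1.25 mM final); secreted IL-1B measured by AlphaLISA after 16 hr, decreased signal indicating inhibition.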
SW480 rereplic: inducers of DNA re-replication in SW480 colon cancer cells. 340,000 compounds, 1.8% hits. Potency, µM (titrated, usually from 46.1 µM), for inactives: at the top dose re-replication activation, most hits filed as activators. AID 624297. SW480 DNA re-replication, Hoechst DNA content imaging, 48 h; also: potency is read from the fitted curve at half-maximal effect; % of control where 0% means no effect; nearly all actives have a fitted effect of over 55% in size
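Image-based DNA-content assay: after two days of treatment, nuclei were labelled with the DNA dye Hoechst and imaged, and hits were compounds raising the count of nuclei showing high fluorescence intensity.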
HT1080-NT tox: kills 2HG-producing HT-1080-NT fibrosarcoma cells; AID 686970; HT-1080-NT fibrosarcoma viability, CellTiter-Glo ATP luminescence, 48 h; Potency, µM (top dose mostly 46.1 µM), without a hit: top-dose activity, negative = less viability, most hits filed as cytotoxic; 360,000 compounds, 1.6% hits;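 also: NT is the 2HG producing partner of a matched IDH1 knockdown line; potency is read from the fitted curve at half-maximal effect; 0% = DMSO-treated cells and -100% = media-only wells without cells; nearly all actives have a fitted effect of over 55% in size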
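Toxicity toward the 2HG-producing NT line was scored as %Activity, normalised to DMSO and no-cell wells, from CellTiter-Glo luminescence after 48 hours' treatment.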
HT1080 IDH1KD tx: toxicity to HT-1080 IDH1 knockdown cells (counter line). HT-1080 IDH1 knockdown viability, ATP luminescence, 48 h. Potency, µM (top dose mostly 46.1 µM), inactives show at the top dose activity, negative = toxicity, usual class: cytotoxic. 360,000 compounds, 2% hits. AID 686971;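 also: potency is read from the fitted curve at half-maximal effect; 0% = DMSO wells and -100% = cell-free medium wells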
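After a 2 h attachment period, IDH1KD HT-1080 cells took pin-transferred compound for 48 h at 37 °C; ATP-based luminescence after 10 min room-temperature reagent incubation reported viability.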
* marks the source's active call; other numbers are inactive results; i = inactive; ? = inconclusive; / = no result given; [ ] = another dose, or the depositor's remark. Unless noted, calls follow the shape of the dose curve; as a rule, active = well fitted curve in the direction sought with a large enough effect; inconclusive = small, poorly fitted or top-dose-only effect, or another doubt; inactive = no such curve, though single readings can be large; an effect the other way counts as inactive or inconclusive.

SMILES	MCF10A rerep	S2 tox	HepG2 viability	KB-3-1 cytotox	ATXN2 expr inh	IL1B secr inh	SW480 rereplic	HT1080-NT tox	HT1080 IDH1KD tx
O=C(O)CCC(=O)Nc1ccccc1C(=O)N1CCN(c2ccc(Cl)cc2)CC1	-42%[inhibitor]	i	3%	16%	3%	17	-27%	8%	8%
CCOc1ccc(NC(=O)Cn2nnc(C(=O)NCc3ccc(OC)cc3)c2N)cc1	0%	i	6%	4%	?	-4	-12%	?	?
C=CCNCCCOc1ccc(Cl)cc1Br	-1%	i	0%	1%	7%	?	8%	-14%	-20%
CN1C(=O)CC(N2CCN(CC(=O)N3CCCC3)CC2)C1=O (stereo not given)	-19%	i	-3%	-1%	4%	11	-1%[9.22 µM]	11%	20%
O=C(Nc1ccccc1)/C(=C/c1ccccc1)c1ccccc1	12%	i	3%	-23%	17%	-9	11%	5%	-1%
Cc1c(C(=O)NNC(=O)c2csc(N3CCOCC3)n2)oc2ccc(Br)cc12	/	i	5%	1%	/	2	/	-13%	-8%
COc1ccccc1C(=O)C(O)c1ccccc1OC (stereo not given)	-2%	i	-6%	6%	-3%	0	?	-3%	-4%
O=C(Nc1ccc2c(c1)OCCO2)C(c1cc2ccccc2o1)N1CCC(Cc2ccccc2)CC1 (stereo not given)	/	i	-37%	0%	41%[activator]	44	/	6%	3%
COc1ccc(C(=O)NCCc2cc3ccc(C)c(C)c3[nH]c2=O)cc1OC	27%	i	3%	6%	-7%	1	6%	-1%	4%
C/C(=C\C(=O)c1ccc(Cl)cc1Cl)N(C)C	0%	i	2%	-5%	18%	13	-7%	-9%	0%
O=C(O)CCc1ccc(-c2cccs2)n1NC(=O)c1ccco1	-3%	i	-3%	-1%	-17%	-2	-5%	1%	-4%
COc1ccc(CNS(=O)(=O)c2ccc3c(c2)N(C(C)=O)CCO3)cc1	2%	i	7%	-9%	-4%	0	?	18%	3%
Cc1ccc(S(=O)(=O)NNC(=O)c2cccc(O)c2)cc1	-40%[inhibitor]	i	-12%	17%	1%	6	4%	21%	19%
NC(=O)c1ccc(NC(=O)c2cncn2-c2ccccc2)cc1	-4%	i	0%	?	10%	4	-1%	11%	?
C=CCOc1ccc(CNc2nccs2)cc1OC	2%	i	6%	0%	9%	-10	2%	5%	9%
CN(C)S(=O)(=O)c1ccc(NC(=O)N2CCN(c3ccccc3)CC2)cc1	4%	i	-2%	1%	-9%	21	-1%	-7%	-4%
CCCCc1cc(=O)oc2cc(OCC(=O)NCc3ccccn3)ccc12	-2%	i	-7%	2%	-8%	-4	?	5%	23%
CC(C)(C)C(=O)C[n+]1ccc(C(N)=O)cc1	1%	i	2%	12%	-7%	15	-2%	9%	12%
COc1ccc(CC(=O)N2CCN(S(=O)(=O)c3cc(Cl)ccc3Cl)CC2)cc1	8%	i	-3%	1%	-21%	-15	-7%	-5%	-5%
COc1ccc([N+](=O)[O-])cc1NC(=O)COC(=O)Cn1cnc2ccccc2c1=O	1%	i	-1%	11%	/	-17	-6%	-1%	1%
CCOc1ccc(/C=C(/NC(=O)c2ccc(Cl)cc2)C(=O)O)cc1OCC	-1%	i	16%	-1%	5%	31	6%	12%	1%
Cc1[nH]c2c(Br)cccc2c1[C@H]1[C@@H](CC#N)C1(C)C	?	i	-17%	-9%	-13%	27	1%[9.22 µM]	?	?
c1ccc(-c2csc3ncnc(-n4cnc5ccccc54)c23)cc1	?	i	-11%	-2%	-5%	-11	13%	-16%	-18%
C/C(=N/NC(=O)CN1CCN(S(=O)(=O)c2ccc(Br)cc2)CC1)c1ccncc1	0%	i	1%	-1%	7%	27	1%	3%	1%
O=C(CC1S/C(=N/N=C/C=C/c2ccccc2)NC1=O)Nc1ccc(C(=O)O)cc1 (stereo not given)	-12%	i	4%	-22%	-3%	9	?	8%	4%
CC(=O)c1cccc(N(C(=O)CNC(=O)c2ccco2)C(C(=O)NC2CCCC2)c2ccco2)c1 (stereo not given)	1%	i	2%	13%	22%	13	-10%	22%	6%
NS(=O)(=O)c1ccc(-c2ccc(/C=N/NC(=O)c3ccccc3O)o2)cc1	-1%	i	-18%	-4%	/	?	?	-8%	-3%
CC1CN=C(NC2CCCCC2C)S1 (stereo not given)	-2%	i	10%	10%	-12%	6	-2%	12%	9%
CNC(=O)CN1C(=O)NC(c2ccccc2)(c2ccccc2)C1=O	-2%	i	-7%	-79%	3%	2	0%	0%	-1%
C=C(C)CSc1nc2c(c(=O)[nH]c(=O)n2C)n1Cc1ccccc1	-2%	i	-12%	-17%	-22%	2	1%	-3%	-11%
CC(C)NC(=O)C1CCC(Cn2c(=O)c3sccc3n(Cc3ccc(F)cc3)c2=O)CC1 (stereo not given)	/	i	-3%	1%	7%	/	/	/	/
O=C(C1CCCN1S(=O)(=O)c1cccc2cccnc12)N1CCc2ccccc21 (stereo not given)	3%	?	-10%	0%	-7%	12	2%	0%	-2%
Cc1ccccc1NC(=O)CSc1nc2ncc(Cl)cc2[nH]1	?	i	-11%	17%	-11%	-4	0%	-3%	-2%
COc1ccc(C(=O)NC(=S)NNC(=O)COc2ccccc2)cc1	?	i	-19%	?	?	71	-107%[inhibitor]	?	?
CCOC(=O)N1CCc2c(sc(NCc3sccc3C)c2C(=O)Nc2ccccc2OCC)C1	/	?	-34%	-4%	-16%	/	/	/	/
O=C(Oc1ccc(/C=N/NC(=O)c2ccccc2O)cc1)c1ccccc1	9%	i	-15%	-1%	10%	-2	4%	3%	2%
COCCN(C(=O)c1snc(C(N)=O)c1N)C(C(=O)NC1CCCCC1)c1ccc(OC)c(OC)c1 (stereo not given)	4%	i	6%	25%	-17%	-12	-5%	0%	2%
CC(C)(C)NC(=O)CSc1nc2ccc(Nc3nc(N4CCOCC4)nc(N4CCOCC4)n3)cc2s1	?	?	1%	1%	/	-8	9%	?	?
COc1ccc(-c2noc(CN3CCC(Cc4ccccc4)CC3)n2)cc1	22%	i	-16%	3%	-2%	13	4%	-2%	7%
O=S(=O)(NCCSc1ccccc1)c1ccc2c(c1)OCCO2	7%	i	-19%	14%	26%	0	1%	-6%	5%
O=C(O)c1cccc(Oc2cccc(Cl)n2)c1	-1%	i	4%	1%	-11%[11.3 µM]	11	-8%	13%	-1%
Cc1ccc(NC(=O)c2ncc(Cl)c(Cl)c2Cl)cc1C	1%	?	-2%	-1%	33%[activator]	1	-3%	5%	8%
O=C(COc1ccccc1)NCC(=O)N1CCCC1	2%	i	5%	1%	5%	9	-13%	12%	28%
CC(NC(=O)COc1ccc([N+](=O)[O-])cc1)c1ccccc1 (stereo not given)	13%	i	-7%	20%	-7%	4	-2%	-3%	-2%
O=c1[nH]c(CSc2ncccn2)nc2c1cnn2-c1ccccc1	5%	i	-7%	0%	7%	-1	0%	-1%	1%
O=C(/C=C/NCC(=O)c1ccccc1)c1ccc(Br)cc1	2%	i	1%	2%	14%	-10	-5%	7%	0%
Cc1ccc(S(=O)(=O)NNC(=S)NC(=O)c2ccc([N+](=O)[O-])cc2)cc1	-2%	i	-15%	11%	-9%	15	-6%	-2%	-2%
CC(Cl)C(=O)c1ccc2c(c1)CCN2C(=O)C1CC1 (stereo not given)	0%	i	-3%	-41%	1%[11.3 µM]	-63*	5%	-3%	-1%
O=S(=O)(NC1=NCCC1)c1cccs1	-7%	i	3%	7%	5%	6	-7%	22%	?
CC(=O)N1C(=O)c2cccc3cccc(c23)C(=O)N1C(C)=O	10%	i	1%	-9%	-11%	24	-2%	-3%	-3%
Cc1noc(C)c1COC(=O)[C@@H](NC(=O)c1ccccc1Cl)C(C)C	4%	i	-15%	5%	17%	0	-1%	10%	8%
COc1ccccc1NC(=O)c1cc(S(=O)(=O)N2CCCCCC2)ccc1F	13%	i	-4%	8%	-7%	?	13%	-6%	-5%
Cc1ccc(N2CCN(/N=C/c3cccnc3)CC2)cc1	0%	i	14%	?	?	0	18%	26%	12%
O=C(Nc1cccc(Cl)c1)c1cc(S(=O)(=O)NCCc2ccc(Cl)cc2)ccc1F	25%	i	-126%	-24%	-35%	-65*	-25%	?	29µM*
CN1C2CCC1CC(NS(=O)(=O)c1cccc(C(F)(F)F)c1)C2 (stereo not given)	1%	i	19%	?	-14%	-76*	-12%	-2%	-1%
Cc1ccc(C(=O)Nc2cc(C(F)(F)F)ccc2-n2cncn2)o1	9%	i	-39%	2%	/	-16	4%	6%	0%
CCCCC(=O)OCC(=O)C1(O)Cc2c(O)c3c(c(O)c2C(OC2CC(NC(=O)C(F)(F)F)C(O)C(C)O2)C1)C(=O)c1c(OC)cccc1C3=O (stereo not given)	-13%	3.5µM*	-42%	?	2.5µM*	?	15%	23µM*	8.2µM*

Laid out differently: results already given
| smiles | MCF10A rerep | S2 tox | HepG2 viability | KB-3-1 cytotox | ATXN2 expr inh | IL1B secr inh | SW480 rereplic | HT1080-NT tox | HT1080 IDH1KD tx |
| --- | --- | --- | --- | --- | --- | --- | --- | --- | --- |
| COc1ccccc1NC(=O)c1cc(S(=O)(=O)N2CCCCCC2)ccc1F | 13% | i | -4% | 8% | -7% | ? | 13% | -6% | -5% |
| CCCCC(=O)OCC(=O)C1(O)Cc2c(O)c3c(c(O)c2C(OC2CC(NC(=O)C(F)(F)F)C(O)C(C)O2)C1)C(=O)c1c(OC)cccc1C3=O (stereo not given) | -13% | 3.5µM* | -42% | ? | 2.5µM* | ? | 15% | 23µM* | 8.2µM* |
| Cc1ccc(N2CCN(/N=C/c3cccnc3)CC2)cc1 | 0% | i | 14% | ? | ? | 0 | 18% | 26% | 12% |
| CC(=O)N1C(=O)c2cccc3cccc(c23)C(=O)N1C(C)=O | 10% | i | 1% | -9% | -11% | 24 | -2% | -3% | -3% |
| Cc1ccc(C(=O)Nc2cc(C(F)(F)F)ccc2-n2cncn2)o1 | 9% | i | -39% | 2% | / | -16 | 4% | 6% | 0% |

Assay outcomes from PubChem.
